DAX1 inh-1: blocks DAX1 repression of SF-1 activated StAR promoter | HEK293T StAR-luciferase reporter, SF-1/DAX-1 repression relief | inhibition, % at 6.8 µM | 370,000 tested, 1.1% active | AID 652010;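 active means inhibition above the mean over all tested compounds plus 3 SD, cut at about 3.6% in these data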;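 further: 0% = DAX-1 cells with DMSO and 100% = cells lacking DAX-1 with DMSO; higher inhibition means more luminescence from relief of DAX-1 repression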
FXN GAA850 act: activators of GAA850 frataxin (FXN) promoter | HEK293 lucGAA850 FXN promoter luciferase reporter, 24 h; percent of 10 µM SAHA response | activation, % at 6 µM | 360,000 tested, 0.56% active;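 active means activation above the average of all compounds screened plus 3 SD, cutoff fixed separately per campaign, cut at about 7.5% in these data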;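 further: 0% = DMSO wells and 100% = 10 µM SAHA wells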
SMARCA2 activ: SMARCA2 function activation, primary screen. MG213 cells, MMTV-luciferase reporter, dexamethasone, overnight. activation, % at 9.1 µM. 370,000 tested, 1% active; in the data active means activation above about 7.8%;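 further: 0% = vehicle wells and 100% = reference activator wells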
DAX1 inh-2: inhibits human nuclear receptor DAX1. P51843. 340,000 tested, 0.99% active. AID 504766. HEK293 Gal4-DAX1 luciferase reporter, luminescence. inhibition, % at 6.75 µM;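 active means inhibition above the mean over all tested compounds plus 3 SD, cut at about 4.2% in these data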;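 further: 0% = DAX1-transfected cells with DMSO and 100% = empty-vector control cells with DMSO; inhibition shows as a rise in luminescence from relieved DAX1 repression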
Target sequence (P51843 207-470 limits assumed): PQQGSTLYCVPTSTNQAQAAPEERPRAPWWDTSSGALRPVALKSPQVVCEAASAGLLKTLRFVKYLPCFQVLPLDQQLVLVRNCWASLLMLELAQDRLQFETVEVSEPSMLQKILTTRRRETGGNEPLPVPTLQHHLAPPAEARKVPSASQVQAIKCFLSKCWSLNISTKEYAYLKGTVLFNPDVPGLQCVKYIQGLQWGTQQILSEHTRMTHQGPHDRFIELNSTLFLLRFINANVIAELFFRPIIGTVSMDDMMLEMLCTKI
ssDAF12 agonist: activates DAF-12 receptor from parasite S. stercoralis; activation, % at 6.8 µM; HEK293 ssDAF-12/GRIP1 lit1-tk-luc reporter, luminescence; % of 3 µM dafachronic acid response; 370,000 tested, 1% active; AID 652126;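 active means activation above the mean over all tested compounds plus 3 SD, cut at about 0.9% in these data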;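 further: 0% = DMSO-only wells and 100% = 3 µM delta7-dafachronic acid wells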
ADAM10 inh: ADAM10 inhibition, QFRET primary screen | recombinant ADAM10, EDANS/DABCYL FRET peptide cleavage, 3 h | inhibition, % at 7 µM | 370,000 tested, 0.62% active;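 active means inhibition above a per-campaign cutoff equal to the mean of compounds falling between control-based bounds plus 3 SD, cut at about 20% in these data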;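 further: 0% = DMSO wells while the 100% control is not disclosed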
PG9 Ab binder: PG9 antibody binding by small molecule; TR-FRET gp120-PG9 antibody binding; inhibition, % at 6.7 µM; 360,000 tested, 0.43% active; AID 624416; in the data active means inhibition above about 8.5%
hcDAF-12 act: H. contortus DAF-12 activation, primary screen. HEK293 hcDAF-12 lit1-tk-luc reporter, luminescence; 0% DMSO, 100% Δ7-dafachronic acid. activation, % at 6.8 µM. 370,000 tested, 1.4% active. AID 652067;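 active means activation above the mean of all tested compounds plus 3 SD, cut at about 5.5% in these data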;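 further: 100% = response to 3 µM Δ7-dafachronic acid high control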
NPR1 activator: GC-A (human) enzyme activation; P16066; activation, % at 10 µM; HEK293 GC-A cells, cGMP TR-FRET, EC30 ANP; 0% at EC30 ANP, 100% saturating ANP; 370,000 tested, 0.14% active; in the data active means activation above about 40%
hgDAF-12 ag: agonists of H. glycines DAF-12 nuclear receptor; AID 687014; activation, % at 6.8 µM; 370,000 tested, 1.8% active; HEK293 GAL4-hgDAF12 UAS-luciferase reporter, agonist luminescence; normalized to butyrate control;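 active means activation above a cutoff set at the mean of all screened compounds plus 3 SD, cut at about 10% in these data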;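 further: 0% = DMSO wells and 100% = sodium butyrate wells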
ADAM17 inh: inhibits human ADAM17 | 370,000 tested, 0.83% active | inhibition, % at 6.95 µM | recombinant ADAM17, EDANS/DABCYL FRET peptide cleavage;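 active means inhibition above the mean of compounds lying between control limits plus 3 SD, set per campaign, cut at about 8.5% in these data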;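 further: 0% = DMSO-only wells as the low control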
Target sequence (P78536 215-824 limits assumed): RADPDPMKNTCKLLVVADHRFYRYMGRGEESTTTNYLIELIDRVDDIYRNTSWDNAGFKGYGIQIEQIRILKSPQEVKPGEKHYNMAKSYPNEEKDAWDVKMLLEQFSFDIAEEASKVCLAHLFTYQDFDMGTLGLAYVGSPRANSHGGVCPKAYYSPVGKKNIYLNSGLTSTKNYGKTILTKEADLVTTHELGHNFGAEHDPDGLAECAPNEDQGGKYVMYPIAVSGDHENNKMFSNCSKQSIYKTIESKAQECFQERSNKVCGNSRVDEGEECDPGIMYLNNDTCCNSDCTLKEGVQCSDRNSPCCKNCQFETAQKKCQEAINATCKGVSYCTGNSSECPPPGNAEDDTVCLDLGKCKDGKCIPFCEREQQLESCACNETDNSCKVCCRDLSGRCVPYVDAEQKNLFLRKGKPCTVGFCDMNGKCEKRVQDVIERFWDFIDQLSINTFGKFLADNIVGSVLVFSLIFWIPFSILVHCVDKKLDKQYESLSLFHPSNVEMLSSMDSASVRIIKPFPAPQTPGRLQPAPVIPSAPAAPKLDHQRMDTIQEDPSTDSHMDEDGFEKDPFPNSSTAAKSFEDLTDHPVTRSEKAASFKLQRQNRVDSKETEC
Active calls of the source: *. Hits appear at their usual frequency, and some 6.8% of all compounds hit somewhere here.

Results for COc1ccccc1C=NNC(=O)C(=O)NN=Cc1ccccc1OC ?
DAX1 inh-1: -0.1; FXN GAA850 act: 3.8; SMARCA2 activ: -4; DAX1 inh-2: 1.8; ssDAF12 agonist: -0.5; ADAM10 inh: -15; PG9 Ab binder: 0.7; hcDAF-12 act: -0.8; NPR1 activator: -4; hgDAF-12 ag: 1.4; ADAM17 inh: -1

How did Cc1ccc(SCC(=O)OCC(=O)N(C)CC(=O)Nc2ccc(F)cc2)cc1 do in these assays?
DAX1 inh-1: -0.2; FXN GAA850 act: 0.5; SMARCA2 activ: 3; DAX1 inh-2: -1.1; ssDAF12 agonist: -1.1; ADAM10 inh: -1; PG9 Ab binder: 0.0; hcDAF-12 act: 0.9; NPR1 activator: -1; hgDAF-12 ag: -1.6; ADAM17 inh: -2

How did O=C(NCC(O)c1ccc([N+](=O)[O-])cc1)c1cccc(S(=O)(=O)N2CCCC2)c1 (stereo not given) do in these assays?
DAX1 inh-1: 0.8; FXN GAA850 act: -0.2; SMARCA2 activ: -1; DAX1 inh-2: 0.0; ssDAF12 agonist: -1.0; ADAM10 inh: -15; PG9 Ab binder: 0.6; hcDAF-12 act: -1.3; NPR1 activator: 6; hgDAF-12 ag: -2.7; ADAM17 inh: -1

Results for CC(C)CCN1CCC(N)=NC1=O ?
DAX1 inh-1: 0.6; FXN GAA850 act: 1.0; SMARCA2 activ: 1; DAX1 inh-2: -1.1; ssDAF12 agonist: -1.0; ADAM10 inh: 7; PG9 Ab binder: -0.2; hcDAF-12 act: -0.3; NPR1 activator: 1; hgDAF-12 ag: 0.9; ADAM17 inh: -2

How did COC(=O)C1(C)CCCC2(C)C3CCC(C(C)C)C(CO)C3C(CO)CC12 (stereo not given) do in these assays?
DAX1 inh-1: -3.0; FXN GAA850 act: -0.1; SMARCA2 activ: -3; DAX1 inh-2: -0.8; ssDAF12 agonist: -1.5; ADAM10 inh: -7; PG9 Ab binder: 1.5; hcDAF-12 act: -0.3; NPR1 activator: 2; hgDAF-12 ag: -4.2; ADAM17 inh: 2

How did CN(C)/C=C1/C(=O)Nc2ccccc21 do in these assays?
DAX1 inh-1: 1.1; FXN GAA850 act: 1.0; SMARCA2 activ: -2; DAX1 inh-2: 0.5; ssDAF12 agonist: 1.1*; ADAM10 inh: 4; PG9 Ab binder: -3.3; hcDAF-12 act: 5.0; NPR1 activator: -2; hgDAF-12 ag: 2.4; ADAM17 inh: 1

What do the screens show for `COc1cccc(NC(=O)CSc2ncc(S(=O)(=O)c3ccccc3)c(=O)[nH]2)c1`?
DAX1 inh-1: -0.2; FXN GAA850 act: 1.5; SMARCA2 activ: -3; DAX1 inh-2: 2.2; ssDAF12 agonist: -1.4; ADAM10 inh: 0; PG9 Ab binder: 0.3; hcDAF-12 act: -1.8; NPR1 activator: -1; hgDAF-12 ag: -1.2; ADAM17 inh: -6

Results for COc1ccccc1C(=O)NCCC(=O)Nc1ncccc1O ?
DAX1 inh-1: 0.8; FXN GAA850 act: -1.7; SMARCA2 activ: 2; DAX1 inh-2: 0.2; ssDAF12 agonist: -0.6; ADAM10 inh: -1; PG9 Ab binder: -3.8; hcDAF-12 act: -2.3; NPR1 activator: -1; hgDAF-12 ag: 3.3; ADAM17 inh: -2

What do the screens show for `CCN(CC)CCN(C(=O)c1ccc(CN2CCCCC2)o1)C(C(=O)NC1CCCCC1)c1ccc(F)cc1` (stereo not given)?
DAX1 inh-1: 0.2; FXN GAA850 act: -1.6; SMARCA2 activ: -2; DAX1 inh-2: -0.1; ssDAF12 agonist: -1.4; ADAM10 inh: -11; PG9 Ab binder: -0.9; hcDAF-12 act: -1.2; NPR1 activator: -6; hgDAF-12 ag: -1.6; ADAM17 inh: -4

How did Cc1ccccc1-c1nc(CS(=O)(=O)CC(=O)NCCN2CCCC2)c(C)o1 do in these assays?
DAX1 inh-1: 2.8; FXN GAA850 act: -2.9; SMARCA2 activ: -2; DAX1 inh-2: 0.2; ssDAF12 agonist: -0.8; ADAM10 inh: 0; PG9 Ab binder: 0.2; hcDAF-12 act: -1.6; NPR1 activator: -6; hgDAF-12 ag: -0.3; ADAM17 inh: -3

Results for Cc1ccc(S(=O)(=O)c2ccc(C)cc2)cc1 ?
DAX1 inh-1: 0.5; FXN GAA850 act: -2.5; SMARCA2 activ: -1; DAX1 inh-2: 0.2; ssDAF12 agonist: -1.3; ADAM10 inh: -2; PG9 Ab binder: -1.3; hcDAF-12 act: -0.4; NPR1 activator: 1; hgDAF-12 ag: -1.7; ADAM17 inh: -2

Results for COCc1cc(N2CCNC[C@@H]2C)ccc1N1CCS(=O)(=O)CC1 ?
DAX1 inh-1: -0.3; SMARCA2 activ: -2; ssDAF12 agonist: -0.6; ADAM10 inh: -13; PG9 Ab binder: 1.6; hcDAF-12 act: 0.8; NPR1 activator: 1; hgDAF-12 ag: 0.1; ADAM17 inh: -3

Results for COc1ccccc1N1CCN(C2CCCN(C(=O)c3snnc3C)C2)CC1 (stereo not given) ?
DAX1 inh-1: 0.1; FXN GAA850 act: -1.4; SMARCA2 activ: -5; DAX1 inh-2: 0.5; ssDAF12 agonist: -1.7; ADAM10 inh: 5; PG9 Ab binder: -1.4; hcDAF-12 act: -0.6; NPR1 activator: -1; hgDAF-12 ag: 1.8; ADAM17 inh: 0

Results for O=C(O)CCCN1C(=O)C(=O)/C(=C(/O)c2ccc(Cl)cc2)C1c1ccccc1 (stereo not given) ?
DAX1 inh-1: 0.0; FXN GAA850 act: -2.9; SMARCA2 activ: -1; DAX1 inh-2: 0.8; ssDAF12 agonist: -1.8; ADAM10 inh: 6; PG9 Ab binder: 0.8; hcDAF-12 act: -1.6; NPR1 activator: 2; hgDAF-12 ag: -4.9; ADAM17 inh: 0

How did Cc1ccc(-c2cc(C(=O)Nc3cccnc3)c3ccccc3n2)o1 do in these assays?
DAX1 inh-1: -0.6; FXN GAA850 act: 0.3; SMARCA2 activ: 1; DAX1 inh-2: 0.0; ssDAF12 agonist: -1.1; ADAM10 inh: -64; PG9 Ab binder: -1.1; hcDAF-12 act: -4.3; NPR1 activator: 15; hgDAF-12 ag: -0.7; ADAM17 inh: -25

How did Nc1ccc(Cl)c(S(=O)(=O)Nc2ccccc2Cl)c1 do in these assays?
DAX1 inh-1: -0.2; FXN GAA850 act: -0.4; SMARCA2 activ: -1; DAX1 inh-2: 0.2; ssDAF12 agonist: -1.9; ADAM10 inh: -3; PG9 Ab binder: 1.3; hcDAF-12 act: -2.3; NPR1 activator: -1; hgDAF-12 ag: -1.6; ADAM17 inh: 0

How did O=C(Nc1cccc(O)c1)c1cccc(S(=O)(=O)N2CCCC2)c1 do in these assays?
DAX1 inh-1: -0.2; FXN GAA850 act: 0.6; SMARCA2 activ: 3; DAX1 inh-2: 0.0; ssDAF12 agonist: -0.8; ADAM10 inh: -1; PG9 Ab binder: -1.4; hcDAF-12 act: -0.6; NPR1 activator: 4; hgDAF-12 ag: 1.9; ADAM17 inh: -4

Results for COc1cccc2cc(/C(=N/O)c3ccc(Br)cc3)oc12 ?
DAX1 inh-1: 0.3; FXN GAA850 act: 1.3; SMARCA2 activ: -5; DAX1 inh-2: 1.6; ssDAF12 agonist: -1.2; ADAM10 inh: 13; PG9 Ab binder: 0.2; hcDAF-12 act: -3.1; NPR1 activator: -4; hgDAF-12 ag: 1.5; ADAM17 inh: 12*

How did Cc1cc(OCCN2CCN(S(=O)(=O)c3ccccc3F)CC2)ccc1C(C)C do in these assays?
DAX1 inh-1: -1.3; FXN GAA850 act: 0.9; SMARCA2 activ: -1; DAX1 inh-2: 0.8; ssDAF12 agonist: -1.2; ADAM10 inh: 3; PG9 Ab binder: -0.5; hcDAF-12 act: -0.1; NPR1 activator: 1; hgDAF-12 ag: 2.3; ADAM17 inh: 4

What do the screens show for `O=C(CSCCO)Nc1cccc([N+](=O)[O-])c1`?
DAX1 inh-1: -0.2; FXN GAA850 act: -0.6; SMARCA2 activ: -2; DAX1 inh-2: 1.7; ssDAF12 agonist: -2.0; ADAM10 inh: 3; PG9 Ab binder: 0.5; hcDAF-12 act: -0.1; NPR1 activator: 1; hgDAF-12 ag: -0.8; ADAM17 inh: -1

What do the screens show for `CCOC(=O)C1CCCN(C(=O)C2CCN(c3nnc(-n4cccc4)s3)CC2)C1` (stereo not given)?
DAX1 inh-1: -0.5; FXN GAA850 act: -0.5; SMARCA2 activ: -5; DAX1 inh-2: -0.8; ssDAF12 agonist: -2.2; ADAM10 inh: -16; PG9 Ab binder: 1.1; hcDAF-12 act: -2.5; NPR1 activator: 3; hgDAF-12 ag: -8.8; ADAM17 inh: -6

How did Cc1cc(C(=O)Nc2cccc(O)c2)co1 do in these assays?
DAX1 inh-1: 1.7; FXN GAA850 act: 1.6; SMARCA2 activ: 4; DAX1 inh-2: 0.9; ssDAF12 agonist: -0.4; ADAM10 inh: -17; PG9 Ab binder: 0.3; hcDAF-12 act: 1.9; NPR1 activator: -3; hgDAF-12 ag: 4.6; ADAM17 inh: -6

What do the screens show for `CC(=O)c1ccc(NC(=O)CSc2cn[nH]n2)cc1`?
DAX1 inh-1: 0.1; FXN GAA850 act: -1.3; SMARCA2 activ: 1; DAX1 inh-2: 2.0; ssDAF12 agonist: -1.1; ADAM10 inh: 6; PG9 Ab binder: -2.0; hcDAF-12 act: -0.9; NPR1 activator: -1; hgDAF-12 ag: -1.2; ADAM17 inh: -6

How did COc1cccc(CNC(=O)CCC2CCCN(C(=O)c3cc4ccccc4o3)C2)c1 (stereo not given) do in these assays?
DAX1 inh-1: 0.1; FXN GAA850 act: 3.3; SMARCA2 activ: 5; DAX1 inh-2: 1.3; ssDAF12 agonist: -1.1; ADAM10 inh: -3; PG9 Ab binder: -0.9; hcDAF-12 act: 1.0; NPR1 activator: -2; hgDAF-12 ag: 7.3; ADAM17 inh: 0

How did Cc1nc2sc3c(c2c(=O)o1)CCC3 do in these assays?
DAX1 inh-1: 0.1; FXN GAA850 act: 0.5; SMARCA2 activ: 1; DAX1 inh-2: 0.8; ssDAF12 agonist: -0.6; ADAM10 inh: 3; PG9 Ab binder: 1.1; hcDAF-12 act: 0.6; NPR1 activator: 0; hgDAF-12 ag: 1.8; ADAM17 inh: -6

Results for CCn1c(SCc2nc3ccccc3[nH]2)nnc1-c1cccnc1 ?
DAX1 inh-1: 0.8; FXN GAA850 act: 0.2; SMARCA2 activ: 6; DAX1 inh-2: 0.6; ssDAF12 agonist: -1.1; ADAM10 inh: -5; PG9 Ab binder: -2.2; hcDAF-12 act: 1.0; NPR1 activator: 3; hgDAF-12 ag: 2.6; ADAM17 inh: -3

How did O=C(NCC(c1ccccc1)c1ccccc1)[C@H](Cc1ccccc1)NC1(C(=O)NC2CCCCC2)CCCC1 do in these assays?
ssDAF12 agonist: -1.7; ADAM10 inh: 2; hcDAF-12 act: -1.3; NPR1 activator: -10; hgDAF-12 ag: -4.1; ADAM17 inh: -2

Results for CSCC[C@H](NC(=O)c1cccnc1)c1nnc2ccccn12 ?
DAX1 inh-1: 0.3; FXN GAA850 act: -0.9; SMARCA2 activ: -2; DAX1 inh-2: 0.7; ssDAF12 agonist: -1.1; ADAM10 inh: 1; PG9 Ab binder: -0.2; hcDAF-12 act: -0.1; NPR1 activator: -2; hgDAF-12 ag: -0.6; ADAM17 inh: 1
